ADAM10 inh – inhibits human ADAM10 | O14672 | inhibition, % at 7 µM | recombinant ADAM10, EDANS/DABCYL FRET peptide cleavage, 3 h | actives 0.62% (n = 370,000);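 active = inhibition above a per-campaign cutoff equal to the mean of compounds falling between control-based bounds plus 3 SD, cut at about 20% in these data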;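 note: 0% = DMSO wells while the 100% control is not disclosed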
Target sequence (O14672 214-748 limits assumed): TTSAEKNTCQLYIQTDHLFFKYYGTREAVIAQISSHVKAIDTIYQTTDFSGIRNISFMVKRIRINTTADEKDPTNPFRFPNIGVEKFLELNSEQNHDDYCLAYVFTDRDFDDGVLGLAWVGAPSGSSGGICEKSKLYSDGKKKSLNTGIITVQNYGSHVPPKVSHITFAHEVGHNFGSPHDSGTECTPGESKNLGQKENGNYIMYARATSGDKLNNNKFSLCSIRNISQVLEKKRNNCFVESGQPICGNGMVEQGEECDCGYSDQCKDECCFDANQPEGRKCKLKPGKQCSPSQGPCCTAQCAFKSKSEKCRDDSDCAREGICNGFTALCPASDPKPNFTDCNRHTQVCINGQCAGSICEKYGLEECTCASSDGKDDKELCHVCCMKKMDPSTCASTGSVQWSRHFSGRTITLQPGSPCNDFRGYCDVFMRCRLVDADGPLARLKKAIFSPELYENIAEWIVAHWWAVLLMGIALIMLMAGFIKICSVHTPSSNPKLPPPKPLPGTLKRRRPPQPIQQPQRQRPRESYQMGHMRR
NPR1 activator – GC-A (human) enzyme activation; P16066; HEK293 GC-A cells, cGMP TR-FRET, EC30 ANP; 0% at EC30 ANP, 100% saturating ANP; activation, % at 10 µM; actives 0.14% (n = 370,000); in the data active = activation above about 40%
rCAG binder – r(CAG) repeat RNA binding; actives 1.3% (n = 370,000); inhibition, % at 3 µM; TO-PRO-1 dye displacement fluorescence;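 active = inhibition above the plate cutoff, the mean of all test compounds on that plate plus 3 SD, cut at about 35% in these data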;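 note: 0% = DMSO alone and 100% = 100 µM mitoxantrone as full dye displacement; higher means more dye released from RNA so lower well fluorescence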
ARFGAP1 inh – inhibits rat ARF GTPase activating protein 1. Arfgap1-stimulated ARF1 GTP hydrolysis, GDP FP detection. AID 651572. actives 0.26% (n = 360,000). inhibition, % at 16.5 µM;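 active = inhibition above a per-plate limit, mean inhibition of low control wells plus 3 SD, cut at about 25% in these data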;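 note: 0% = DMSO wells with enzyme and 100% = wells lacking Arfgap1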
Target sequence (Q62848 1-136 limits assumed): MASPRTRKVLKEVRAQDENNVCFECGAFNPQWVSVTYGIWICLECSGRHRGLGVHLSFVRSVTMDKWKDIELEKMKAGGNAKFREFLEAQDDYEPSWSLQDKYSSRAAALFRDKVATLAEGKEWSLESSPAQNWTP
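System: truncated rat Arfgap1 GAP domain / Medium: HEPES-based buffer, pH 7.5 / Also added: N-terminally truncated human ARF1-GTP substrate / Incubation: enzyme reaction 120 min at 25 °C after 20 min preincubation / Measured by: FP of antibody-bound GDP Alexa 633 tracer, ex 620/em 688 nm / Replicates: singlicate, each compound tested once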
HGIII-sPLA2 inh – Blocks human group III sPLA2 activity | Q9NZ20 | QFRET BODIPY PC-A2 liposome hydrolysis, fluorescence | inhibition, % at 12.2 µM | actives 0.56% (n = 370,000) | AID 743126;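 active = inhibition above mean plus 3 SD of compounds lying within the high and low control bounds, cut at about 19% in these data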;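 note: 0% = median of test compound wells and 100% = no enzyme DMSO wells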
ASAP1 inh – blocks human ASAP1-stimulated Arf1 GTP hydrolysis; Q9ULH1; GDP FP detection; inhibition, % at 16.5 µM; actives 0.19% (n = 360,000); AID 624377; in the data active = inhibition above about 25%;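 note: 0% = vehicle with enzyme and substrate and 100% = no enzyme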
KLK7 zymogen act – proKLK7 (human) activation, primary screen. P49862. purified proKLK7, EDANS-DABCYL substrate fluorescence; 100% is mature enzyme control, 0% vehicle. activation, % at 7 µM. actives 0.9% (n = 370,000). AID 652039;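 active = activation above the mean of all tested compounds plus 3 SD, computed per campaign excluding outliers beyond control limits, cut at about 13% in these data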
Target sequence (P49862 whole entry, looked up): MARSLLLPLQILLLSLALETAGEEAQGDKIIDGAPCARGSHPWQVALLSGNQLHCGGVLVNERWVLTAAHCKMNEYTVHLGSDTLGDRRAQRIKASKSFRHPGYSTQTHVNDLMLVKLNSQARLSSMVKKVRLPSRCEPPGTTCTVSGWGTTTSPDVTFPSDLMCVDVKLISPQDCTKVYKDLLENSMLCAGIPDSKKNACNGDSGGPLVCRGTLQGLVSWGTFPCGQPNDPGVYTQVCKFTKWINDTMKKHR
NPR2 activator – GC-B (human) receptor activation; P20594; HEK293-GC-B cells, CNP EC30, cGMP TR-FRET; 0% at EC30 CNP, 100% saturating CNP; activation, % at 10 µM; actives 0.11% (n = 370,000);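 active = activation at 10 µM reaching about 35% in either raw or pattern-adjusted values, limit read from the data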
FXN GAA850 act – frataxin GAA850 promoter activation; HEK293 lucGAA850 FXN promoter luciferase reporter, 24 h; percent of 10 µM SAHA response; activation, % at 6 µM; actives 0.56% (n = 360,000);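 active = activation above the average of all compounds screened plus 3 SD, cutoff fixed separately per campaign, cut at about 7.5% in these data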;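 note: 0% = DMSO wells and 100% = 10 µM SAHA wells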
DDE Tn6 FP inh – inhibitors of Tn6 peptide binding to human fibrin DD(E) | P02675 | Fibrin DD(E) TRITC-Tn6 fluorescence polarization displacement | inhibition, % at 8.3 µM | actives 0.21% (n = 370,000);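 active = inhibition above a per-campaign cutoff: mean of compounds within control limits plus 3 SD, cut at about 15% in these data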;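 note: 0% = median of all compound wells on the plate and 100% = blocking peptide control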
* marks the source's active call; other numbers are inactive results; · = not tested or not shown.

Sequence of screens – ADAM10 inh	NPR1 activator	rCAG binder	ARFGAP1 inh	HGIII-sPLA2 inh	ASAP1 inh	KLK7 zymogen act	NPR2 activator	FXN GAA850 act	DDE Tn6 FP inh
- Cc1cc(=O)oc2cc(NC(=O)c3cccc(S(C)(=O)=O)c3)ccc12
 : -334	-7	7	11	3	-8	0.4	-3	7.6	0
- COCCNC(=S)Nc1ccc(Cl)c(Cl)c1
 : 11	2	4	12	5	3	0.3	0	-0.7	-10
- COc1ccccc1CNC(=O)c1cc(S(=O)(=O)N2CCCC2)cn1C
 : -16	0	2	12	14	-7	-0.2	37*	1.8	5
- COc1cc(C(=O)N/C(=C\c2cn(C)c3ccccc23)C(=O)NCCCn2ccnc2)cc(OC)c1OC
 : -4	3	-2	-4	-6	-7	-0.3	-2	0.2	-2
- CCOc1ccc(OCC)c(NC(=O)C2CCCN(c3ncccn3)C2)c1 (stereo not given)
 : 0	2	-8	8	-1	-4	-0.1	-3	1.8	3
- C=CCn1c(O)c(N=Nc2ccccc2O)c2ccccc21
 : -1	1	19	2	4	11	-0.5	-6	0.9	-4
- C=CCNC(=O)c1c(CSc2ccc(F)cc2)noc1C(=O)NCCC
 : -1	1	-8	9	-5	-9	-0.2	2	0.0	5
- CSc1nc(N)c(C#N)c(-c2ccccc2Cl)c1C#N
 : -7	-12	1	3	-4	8	1.1	-7	16*	-4
- O=c1n(Cc2ccccc2Cl)nc2n1-c1ccccc1SC2
 : 12	-6	-3	-9	-1	6	0.0	-5	4.0	-7
- Cc1ccc(NC(=O)CCN2C(=O)C3C4CCC(C4)C3C2=O)cc1Cl (stereo not given)
 : 3	0	-2	2	-4	3	0.8	-5	-1.4	10
- COc1ccc(NC(=O)/C=C/C(=O)O)c([N+](=O)[O-])c1
 : 8	1	1	1	1	2	0.1	4	0.1	-1
- CC(=O)N1CCC(N(CCN2CCOCC2)C(=S)Nc2ccc(C)cc2C)CC1
 : 3	3	0	11	0	-6	-0.5	-2	1.7	4
- CS(=O)(=O)c1ccc2nc(NC(=O)c3cc([N+](=O)[O-])cc([N+](=O)[O-])c3)sc2c1
 : -11	-1	9	0	-6	-5	-0.2	1	-0.7	4
- COc1ccc2c(c1)C(NC(=O)C(F)(F)F)CC2=O (stereo not given)
 : 1	2	0	-9	-3	2	0.1	3	1.1	7
- Nc1[nH]c(C(=O)c2ccccc2)c(-c2ccc(O)cc2)c1C(=O)NCCc1c[nH]c2ccccc12
 : 13	-6	·	·	-47	·	·	0	·	-3
- COc1ccccc1Cc1c(-c2ccccc2)nc2ccc(C)cn12
 : -96	-4	4	12	1	-4	-0.1	2	·	-4
- Cc1ccc[n+](/C(=C\C(=C=[N-])C#N)C(=O)c2ccc(Cl)cc2)c1
 : 15	1	-2	-2	4	2	-0.3	-3	1.8	1
- Cc1cc2cc(CNC(=O)c3ccc(S(=O)(=O)N4CCOCC4)cc3)ccc2[nH]1
 : 4	1	18	9	-3	-2	0.6	-7	-2.5	16*
- COc1cc(/C=C/C(=O)N2CCN(C)CC2)cc(S(=O)(=O)N2CCc3ccccc32)c1OC
 : 5	0	3	9	2	-6	0.5	-6	1.0	-3
- COC(=O)N1CCc2c(sc(NC(=O)C3=COCCO3)c2C#N)C1
 : -5	-2	-2	5	3	19	0.4	-4	-1.7	-1
- COc1cccc(CN(C)CC(=O)Nc2ccccc2C(=O)Nc2ccccc2)c1OC
 : 0	1	-3	0	2	-3	-0.5	0	2.2	-2
- COc1ccc(CNC(=O)C[C@@H]2C=C[C@@H](NS(=O)(=O)c3cccc(OC)c3)[C@@H](CO)O2)cc1
 : -1	-1	2	5	-4	-8	0.3	9	·	-1
- C[C@H](CO)N1C[C@H](C)[C@@H](CN(C)S(=O)(=O)c2ccc(C#N)cc2)OCc2cnnn2CCCC1=O
 : -5	1	1	-8	6	11	0.5	-2	-1.8	0
- CC(C)C(NC(=O)c1c(F)cccc1F)C(=O)NC1CC(C)(C)NC(C)(C)C1 (stereo not given)
 : 7	0	-1	-7	9	-5	0.1	4	1.4	-9
- COc1ccc(Cn2c(=O)[nH]c3cc(C(=O)NCCCN4CCCCCC4)ccc3c2=O)cc1
 : -4	4	9	4	8	-10	-3.2	-3	0.0	-2
- CC1(C(=O)NCc2cccc3ccccc23)CCN1Cc1ccc2ccccc2c1 (stereo not given)
 : 16	-5	7	1	-18	-7	0.6	-4	2.0	-10
- CC(C)(C)c1ccc(Oc2ccc(N)cn2)cc1
 : -18	4	-4	-6	3	-10	0.0	0	-11	2
- COc1ccccc1C(=O)NNC(=S)NC(=O)c1sc2ccccc2c1Cl
 : 9	-1	4	8	-3	1	-0.3	-3	1.8	1
- N=c1n(CCN2CCCCC2)c2ccccc2n1CC(O)COc1ccccc1 (stereo not given)
 : 0	-5	6	2	-3	12	0.2	-13	0.5	13
- CCOC(=O)Cc1csc(NC(=O)c2c(-c3ccccc3)noc2C)n1
 : 0	-4	0	-3	1	7	-0.7	-3	0.3	6
- Cc1cn([C@H]2C[C@H](O)[C@@H](CCC(=O)NC(c3ccccc3)c3ccccc3)O2)c(=O)[nH]c1=O
 : -14	-2	2	1	6	1	0.2	1	-0.4	10
- Cc1ccc(N2CCN(c3ccc(C)cc3)C2c2cccnc2)cc1
 : 5	-9	-2	5	11	-7	-0.6	-2	2.9	1
- Cc1nn(-c2nccs2)c2c1C(=O)CC(C)(C)C2Br (stereo not given)
 : -6	1	0	0	0	2	-0.2	-5	6.2	4
- O=C(NC1CCN(Cc2ccccc2)CC1)c1cc(S(=O)(=O)Nc2ccc(F)cc2)ccc1Cl
 : -8	5	4	12	-16	7	-0.5	3	-3.1	-9
- CCO[C@@H]1OC(C(=O)NCc2nc3ccccc3[nH]2)=C[C@H](C(C)(C)C)[C@H]1CCCO
 : 8	-2	-5	-2	-15	2	0.2	-4	-0.6	1
- Cc1nnc(SCC(=O)Nc2ccccc2)[nH]c1=O
 : -2	-4	-1	-1	-1	1	-1.1	2	-0.2	-2
- CNC(=O)[C@@H]1C[C@H]1[C@@H](NC(=O)OCc1ccccc1)c1ccccc1
 : -2	-1	-6	25*	2	4	-0.4	-5	0.7	0
- O=C1CS/C(=N/N=C\c2ccn[nH]2)N1
 : -1	2	0	5	-5	14	-0.7	6	1.1	-4
- O=C(O)CCNC(=O)c1ccc(Br)o1
 : 10	2	5	8	7	-5	1.0	5	-0.8	-2
- CS(=O)(=O)c1nc(S(=O)(=O)c2ccc(Cl)cc2)c(N2CCCCCC2)s1
 : -3	1	-3	18	4	4	0.2	1	0.8	1
- COc1ccc(OC)c(C(O)c2nc3ccccc3n2C(C)C)c1 (stereo not given)
 : 6	0	-6	6	-4	-3	-0.8	0	-0.4	0
- C=CCc1ccccc1OCC(=O)OCCNC(=O)c1cccnc1
 : -7	0	1	-4	-2	-1	0.0	-7	0.2	2
- CCc1ccc(N(C(=O)CNC(=O)c2ccco2)C(C(=O)NCC2CCCO2)c2ccccc2)cc1 (stereo not given)
 : 9	0	-12	13	3	-1	0.1	-3	-0.7	4
- CCC(C)[C@H]1CN=C(N)N1CCCc1cc(OC)c(OC)c(OC)c1 (stereo not given in full)
 : -6	0	4	-4	7	1	-0.3	1	0.8	-4
- C/C(=N\NC(=O)c1ccc(-c2ccccc2)cc1)C1C(=O)c2ccccc2C1=O
 : 14	2	47*	1	-1	-10	-0.5	5	-1.8	-12
- COC(=O)[C@]12C[C@H](CC(=O)N3CCN(C(=O)c4ccco4)CC3)C(=O)N(Cc3ccc4c(c3)OCO4)C1=C[C@H](COCc1ccccc1)O[C@@H]2C
 : 2	-3	6	4	-3	-11	0.1	3	·	4
- Cc1ccc(Nc2c(-c3cccnc3)nc3ccc(Br)cn23)cc1
 : 6	45*	2	2	-1	4	-0.2	44*	0.4	15
- CC(C)(C)S(=O)N1Cc2cc(C(=O)Nc3ccc(-c4ccccc4)cc3)nc(-c3cccc(-c4cc5ccccc5o4)c3)c2[C@@H]1CCO (stereo not given in full)
 : -34	1	15	21	14	13	4.6	-5	·	4
- c1ccc(Cn2c(NCc3ccco3)nc3ccccc32)cc1
 : -15	-9	-1	3	-2	-3	0.1	-7	-0.9	-1
- CCOc1ccccc1N1CCN(S(=O)(=O)c2cccs2)CC1
 : -1	1	-4	-1	-3	-4	1.2	2	0.0	-7
- Cc1nc(CS(=O)(=O)c2ccccn2)sc1C(=O)NNC(=O)c1c(F)cccc1Cl
 : -4	2	6	-7	-1	-10	-0.3	1	-0.2	-3
- CCCNCc1cc(OCC)c(OCC(=O)Nc2ccccc2)cc1Br
 : 2	-4	-6	-1	-9	-1	-0.2	-1	-7.0	-3
- CC(Cl)C(=O)Nc1ccccc1C#N (stereo not given)
 : 9	-1	3	5	5	2	-0.3	-1	0.8	-4
- CCC1(c2ccccc2)NC(=O)N(Cc2cccc([N+](=O)[O-])c2)C1=O (stereo not given)
 : 7	-5	-4	0	-2	16	-0.5	-2	2.3	14
- Cc1cnc(C(=O)Nc2ccc(N3CCCCC3)cc2)cn1
 : 3	1	0	9	6	-2	0.1	-10	3.2	14
- C=CCN1C(=O)C(CC(=O)Nc2ccccc2F)S/C1=N\c1nccs1 (stereo not given)
 : 5	1	0	1	-21	-3	0.5	-3	-0.2	-4
- COc1ccc(N2CC(C(=O)Nc3nnc(Cc4ccccc4)s3)CC2=O)cc1 (stereo not given)
 : -7	5	2	11	-7	-20	0.8	-1	-2.0	12
- COc1cc(OC)c(C(=O)Nc2ccc(C(=O)c3ccccc3)cc2)cc1OC
 : -4	-5	-3	12	6	-4	0.6	0	0.5	0
- O=C(CCNc1ccc(Cc2ccncc2)cc1)c1ccc([N+](=O)[O-])cc1
 : 14	1	0	6	-6	-14	-0.1	0	0.3	-2
- O=C(O)CN1CCCC1=Nc1ccccc1
 : 4	-1	0	-12	6	-6	0.0	4	1.4	-2

Compound profiles (already shown). Order of screens: ADAM10 inh | NPR1 activator | rCAG binder | ARFGAP1 inh | HGIII-sPLA2 inh | ASAP1 inh | KLK7 zymogen act | NPR2 activator | FXN GAA850 act | DDE Tn6 FP inh
`CCc1ccc(N(C(=O)CNC(=O)c2ccco2)C(C(=O)NCC2CCCO2)c2ccccc2)cc1` (stereo not given) is entered as 9 | 0 | -12 | 13 | 3 | -1 | 0.1 | -3 | -0.7 | 4
`COc1ccc(OC)c(C(O)c2nc3ccccc3n2C(C)C)c1` (stereo not given) is entered as 6 | 0 | -6 | 6 | -4 | -3 | -0.8 | 0 | -0.4 | 0
`CCC(C)[C@H]1CN=C(N)N1CCCc1cc(OC)c(OC)c(OC)c1` (stereo not given in full) is entered as -6 | 0 | 4 | -4 | 7 | 1 | -0.3 | 1 | 0.8 | -4

Later entries
Sequence of screens – ADAM10 inh	NPR1 activator	rCAG binder	ARFGAP1 inh	HGIII-sPLA2 inh	ASAP1 inh	KLK7 zymogen act	NPR2 activator	FXN GAA850 act	DDE Tn6 FP inh
- Cc1ccc(NC2=Nc3ccccc3CS2)cc1
 : -2	11	3	15	-2	15	-0.6	-6	1.0	-7
- O=C(N/N=C\c1cn[nH]c1-c1ccccc1)c1cccs1
 : -1	1	0	11	-3	1	0.1	-4	3.1	-6
- CCC(=O)Nc1ccc(Br)cn1
 : 11	-2	2	-3	5	-7	0.1	2	0.5	0
- O=C(Nc1ccc(S(=O)(=O)Nc2nccs2)cc1)c1nn(-c2ccccc2)ccc1=O
 : 5	0	43*	1	-10	-1	0.1	-2	0.6	-3
- CC(C)Cc1nnc(NC(=O)CCC(=O)NC2CCCCCC2)s1
 : 3	2	0	3	-1	0	-0.8	11	0.6	-2

High-throughput results from PubChem.
